# Bioassay records from PubChem.
# S1P4 antagonist – human S1P4 receptor antagonism; inhibition, % at 4.98 µM; S1P4-expressing cells, antagonist mode, reporter read-out; O95977; hit rate 0.26% among 220,000; in the data active = inhibition above about 29%;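 also: 0% = wells stimulated with agonist and 100% = vehicle wells without agonist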
# Wee1 stabilizer – blocks degradation of human Wee1 kinase | reporter increase, % at 5 µM | HeLa Luc-Wee1K328M stability, luciferase luminescence; 100% = proteasome inhibitor MG132 effect | hit rate 1.2% among 220,000;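 active = activation above the mean of all tested compounds plus 3 SD, set per screening run, cut at about 8.8% in these data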;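 also: cells exposed to compound for 20 h before luminescence read; 0% = DMSO alone and 100% = MG132 at 30 µM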
# PERK inh – blocks human PERK kinase; Q9NZJ5; CHO PERK-DD fusion, SEAP luminescence translation reporter; inhibition, % at 5.6 µM; hit rate 0.17% among 220,000;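 active = inhibition above the mean inhibition of all tested compounds plus 3 SD, set separately per screening campaign, cut at about 2.9% in these data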;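 also: PERK kinase domain activated by AP20187 dimerizer at 100 nM; 0% = DMSO with dimerizer and 100% = rapamycin at 8.4 µM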
# Ba/F3 V617F tox – lowers viability of Ba/F3 cells expressing EpoR and JAK2V617F; ATP luminescence; inhibition, % at 5.6 µM; hit rate 1.1% among 220,000; AID 1446;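 active = inhibition above the campaign mean plus 3 SD over all tested compounds, cut at about 24% in these data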;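 also: cytokine-independent growth of Ba/F3 cells driven by EpoR plus mutant JAK2; 0% = DMSO-treated cells and 100% = JAK inhibitor I control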
# eIF4E-4G inh – eIF4E/eIF4G interaction inhibition in translation initiation; P63073+Q04637; TR-FRET eIF4E-eIF4GI(517-606) binding, 2 h; inhibition, % at 21.7 µM; hit rate 0.37% among 220,000; AID 782;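 active = inhibition above about 30%, limit read from the data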;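 also: 0% = full FRET control wells and 100% = background wells lacking eIF4GI fragment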
# NPY2 pot ag – potentiates or activates human NPY-Y2 receptor; cells expressing NPY-Y2, potentiator/agonist read-out; activation, % at 3.6 µM; hit rate 0.45% among 220,000; P49146; AID 1359; in the data active = activation above about 27%;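 also: cells stimulated with NPY near EC25 plus isoproterenol at EC100; 0% = vehicle plus submaximal agonist and 100% = vehicle plus saturating agonist; some results beyond the cut were filed as inactive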
# S1P4 ag – activates the human S1P4 receptor; O95977; S1P4-expressing cell line, agonist reporter assay; activation, % at 4.98 µM; hit rate 0.35% among 220,000; in the data active = activation above about 11%;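 also: 0% = DMSO vehicle and 100% = reference agonist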
# MDM2 E3 inh – inhibitors of human Mdm2 E3 ubiquitin ligase | hit rate 0.11% among 210,000 | signal enhancement, % at 5 µM | Q00987 | cell-based MDM2 ubiquitination luciferase reporter, 2 h; 0 = plate control, 100 = twice control, blank-subtracted;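 active = signal enhancement of 30% or more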;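 also: luminescence tracks abundance of the self-degrading MDM2-luciferase fusion protein; higher signal means inhibition of MDM2 E3 ligase activity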
#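 Timing – 2 h compound exposure at 37 °C · Assay system – mammalian cells stably expressing self-ubiquitinating, self-degrading MDM2 E3–luciferase fusion · Amount – 2000 cells seeded into each well · Measure – % luminescence enhancement versus blank-corrected plate control mean · Measured by – SteadyLite luminescence, 15 min reagent step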
# BaF3 tox – parental Ba/F3 viability inhibition as JAK2V617F counter-screen; AID 1486; inhibition, % at 5.6 µM; CellTiter-Glo ATP luminescence; hit rate 1.1% among 220,000;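 active = inhibition above a per-campaign cutoff, the mean inhibition of all tested compounds plus 3 SD, cut at about 27% in these data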;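 also: 0% = DMSO wells and 100% = JAK Inhibitor I control wells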
# * marks the source's active call; other numbers are inactive results; · = no result given; [ ] = another dose, or the depositor's remark. Random draw from the library (roughly 4.1% active in at least one column).
SMILES,S1P4 antagonist,Wee1 stabilizer,PERK inh,Ba/F3 V617F tox,eIF4E-4G inh,NPY2 pot ag,S1P4 ag,MDM2 E3 inh,BaF3 tox
COc1cccc(Oc2nnnn2-c2ccccc2)c1,-19,-2,-0.3,1,-1,-7,-0.5,-24,1
Cn1c(SCc2nn[nH]n2)nc2c1c(=O)n(Cc1ccccc1Cl)c(=O)n2C,-12,-2,0.9,0,-8[fluorescence artefact?],-7,0.8,-14,6
COc1ccc(CNC(=O)CCCn2nc([N+](=O)[O-])cc2C)cc1,10,4,0.2,-1,-4,-2,-0.3,3,3
COc1ccc(CSc2nc(CSC)cc(N3CCOCC3)n2)cc1,0,0,-1.4,3,2,-8,0.4,-19,3
Cc1ccc2c(c1)C(=O)C(=O)N2CC(=O)Nc1ccccc1NC(=O)c1ccccn1,-11,1,0.6,-2,-2,1,1.7,·,-6
O=[N+]([O-])c1ncccc1Oc1nc(-c2cccnc2)nc2ccccc12,-3,4,0.1,3,5,-2,0.2,-10,7
CC(=O)Nc1nc(=O)c2ccccc2s1,6,7,0.1,6,2,9,1.0,-10,3
COc1ccc(NC(=O)c2ccc(=O)[nH]c2)cc1S(=O)(=O)N1CCCCC1,-2,0,0.4,0,-4,-1,0.5,-6,4
Cc1cc(=O)n(CC(C)C)c(O)c1C#N,-23,0,0.7,-3,-2[fluorescence artefact?],3,2.4,-16,-1
O=c1c2ccccc2ncn1CCCCOc1ccc(Br)cc1,-1,2,0.0,-1,3,11,1.7,-4,-2
CCCCN(CC)S(=O)(=O)c1c(C)[nH]c(=O)[nH]c1=O,-15,-1,0.5,-3,0,-2,-0.1,-6,-2
COc1ccc2cc(C(=O)C3CCCN(C(=O)Cc4c(C)noc4C)C3)ccc2c1 (stereo not drawn),-12,6,1.9,-1,3,-11,0.1,-1,2
CCn1c(=O)c2cc(C(=O)N(C)c3ccc(OC)cc3OC)sc2c2ccccc21,-3,1,-0.3,1,7,-36,-0.6,-15,0
Cc1cc(-n2c(C)cc(C(=O)COc3ccccc3[N+](=O)[O-])c2C)no1,0,-1,-0.8,2,2,-11,1.4,1,7
COC(CNC(=O)C1CCCCC1C(=O)O)OC (stereo not drawn),8,1,1.0,-1,4[fluorescence artefact?],7,1.6,-4,-4
O=C(NCCN1CCN(Cc2ccccc2)CC1)Nc1cc(Cl)cc(Cl)c1,-10,0,-0.1,-4,3,12,0.4,10,-2
COc1ccc(-c2cc3ccccc3oc2=O)cc1NC(=O)c1cccnc1,-16,6,-0.4,-4,-3,-8,0.9,-7,2
Cc1ccc(C(=O)N/C(=C/c2ccco2)C(=O)OCN2C(=O)c3ccccc3C2=O)cc1,-24,0,-0.1,1,7,-10,1.0,-3,3
O=C(CN1CCN(c2ccccc2)CC1)Nc1ccccc1Sc1ccccc1,-19,0,-1.0,-1,5,0,3.5,-10,10
O=C(CSCc1ccccc1)N1CCN(Cc2ccc3c(c2)OCO3)CC1,-6,0,0.8,-4,-2,4,0.3,2,0
O=C(COc1ccc(Cl)cc1)NCc1nnc(SCC(=O)Nc2ccc(F)cc2F)o1,-15,-1,1.1,0,2,0,0.2,-6,5
COc1ccccc1NC(=O)Oc1ccc(NC(=O)c2ccco2)cc1,-10,5,1.0,2,-5,0,1.1,-2,1
CCOC(=O)C1=NOC(CNC(=O)c2c(-c3ccccc3Cl)noc2C)C1 (stereo not drawn),-11,0,0.1,0,-3[fluorescence artefact?],-6,1.2,0,2
COc1ccc(-c2nnc(SCC(=O)NCC3CCCO3)n2C)cc1 (stereo not drawn),-1,2,1.6,3,3,-10,2.0,-10,2
O=C(Cn1nnc(-c2ccccc2)n1)N=Nc1c(O)[nH]c2ccccc12,3,-1,0.9,-1,3,13,-0.8,1,7
COC(=O)c1cnc(SC)nc1C,-11,-2,1.0,-3,1,1,-1.9,2,5
NC(=O)Nc1ccc(C(=O)OCC(=O)Nc2cccc(S(=O)(=O)NC3=NCCCCC3)c2)cc1,0,-1,1.2,1,-10,3,1.5,·,-7
Oc1ccc(F)cc1-c1cc(-c2ccc3c(c2)OCCO3)n[nH]1,-1,9.5*,0.4,1,-5[fluorescence artefact?],9,0.0,-25,7
CCCCC1C(=O)CC[C@H]2[C@@H]1CC(=O)[C@@H]2C/C=C\CCCC(=O)O (stereo partly drawn),-17,0,2.5,3,-5,-1,1.1,·,8
Cn1c(SCC(=O)Nc2cccc(F)c2)nnc1-c1cc2ccccc2o1,-6,1,1.2,0,-44[fluorescence artefact?],-6,0.9,-6,6
Cc1cc(=O)c(C(=O)O)cn1-c1ccc(C(C)C)cc1,-11,0,-0.2,2,-2,-7,-0.4,5,3
COCCn1c(COc2ccc(Cl)cc2)nnc1SCC(N)=O,-12,-1,0.1,-1,-3,-1,0.4,-22,1
CCCCCCCCCS(=O)(=O)N/N=C/c1cccc([N+](=O)[O-])c1,11,3,0.8,-1,·,-13,-1.6,-8,0
CCOC(=O)c1sc(Nc2cccc(C)c2C)nc1C,-4,-1,-0.5,-1,9,10,1.2,-14,5
COC(=O)[C@@H](NC(=O)O[C@@H]1C(=O)c2cc(Br)ccc2O[C@H]1c1cccc(OC)c1)C(C)C,13,1,-0.4,1,2,-4,0.1,·,6
CC(NS(=O)(=O)c1ccc(OCC(=O)Nc2cccc([N+](=O)[O-])c2)cc1)c1ccccc1 (stereo not drawn),2,3,-1.4,0,4,2,0.9,-8,4
Cc1nc2ccc(NC(=O)N(C(C)C)C(C)C)cc2s1,6,-2,1.3,-4,1,-1,-0.2,-2,0
O=C(Nc1cscc1S(=O)(=O)c1ccc(Cl)cc1)c1ccccc1Cl,-1,-4,-0.6,-1,0,-11,-0.1,1,-3
O=C(C/C=N\OCc1ccc([N+](=O)[O-])cc1)Nc1ccc(Br)cc1,15,-3,-0.4,4,-1,-3,0.8,-14,4
COc1ccc2nc(SCC(=O)O)nc(C)c2c1,11,0,0.0,3,·,-6,-1.3,-17,3
COc1ccc(S(=O)(=O)N2CCC(C(=O)N3CCCCC3)CC2)cc1Cl,-5,-1,0.3,-3,-9,-1,-1.2,-6,6
Cc1ccc(C)c(-c2cc(C(=O)Nc3nccs3)c3ccccc3n2)c1,-5,-2,-0.5,-2,4,10,-1.6,7,4
Cc1ccc(CSCC(=O)NCc2cccnc2)cc1,-5,5,0.3,2,0[fluorescence artefact?],3,0.5,·,10
CCC(=NCCc1c(C)[nH]c2ccccc12)C1=C(O)CC(c2ccccc2)CC1=O (stereo not drawn),-10,4,0.8,-4,-5,0,-2.0,1,4
Cc1c2c(nc3ccccc13)CC(C)(C)CC2=O,-6,6,0.3,2,-2,-3,1.4,0,15
CN(C)Cc1c(O)ccc2c1O/C(=C\C=C\c1ccccc1)C2=O,0,1,-0.6,1,-6,-2,0.1,-3,-4
Cc1cc(C)c(C#N)c(SCc2[nH]nc3c2C(c2ccc(F)cc2)C(C#N)=C(N)O3)n1 (stereo not drawn),-4,0,1.8,-3,7[fluorescence artefact?],-15,3.1,2,2
Cc1c(C(=O)OC/C(O)=C(\C#N)c2nc3ccccc3[nH]2)oc2ccc(Br)cc12,-19,-2,0.4,-7,-7,-4,0.3,·,-3
O=C(CS(=O)(=O)Cc1ccccc1)Nc1ccc(S(=O)(=O)N2CCCCCC2)cc1,3,-3,-0.5,-4,-2,30,-1.4,-5,-1
NS(=O)(=O)c1ccc(N2C(=O)C(=O)/C(=C(/O)c3ccccc3)C2c2ccc(Cl)cc2)cc1 (stereo not drawn),2,2,0.3,1,5,-7,0.7,-16,4
# (list continues)
SMILES,S1P4 antagonist,Wee1 stabilizer,PERK inh,Ba/F3 V617F tox,eIF4E-4G inh,NPY2 pot ag,S1P4 ag,MDM2 E3 inh,BaF3 tox
CCCNC(=O)N[C@@H](CCSC)C(=O)OC,-4,-2,0.4,0,-4,-8,-0.9,·,3
Cn1c(COc2ccccc2)nnc1SCC(=O)Nc1ccc(S(N)(=O)=O)cc1,-3,-1,1.2,-6,-20[fluorescence artefact?],15,-0.2,-13,1
CC(=O)N1N=C(c2ccc(C)cc2)CC1c1ccco1 (stereo not drawn),10,0,2.4,0,3,-14,-0.1,-9,4
COc1ccc(NC(=O)CNS(=O)(=O)c2ccc(Cl)cc2)cc1,-8,5,-0.1,2,-1,-21,-1.1,·,6
COc1ccc(C(=O)NCC(=O)NCC2COc3ccccc3O2)cc1 (stereo not drawn),-15,-3,-0.1,-2,-1,-6,-1.8,-29,2
CCc1ccc(C(=O)OCC(=O)Nc2cccc(S(=O)(=O)NC3=NCCCCC3)c2)cc1,-13,2,0.6,-2,1,3,1.1,-3,3
COc1ccc(CC(=O)Nc2nn(C)c3nc4c(C)cccc4cc23)cc1,1,4,0.3,-1,-8,-4,-2.0,-5,3
CCN(C(C)=O)c1nnc(CSc2nc3ccccc3s2)s1,14,4,-0.8,-3,1,1,2.0,-12,1
CSCCC(NC(C)=O)C(=O)OCC(=O)N(c1ccccc1)c1ccccc1 (stereo not drawn),-6,2,0.9,-2,14[fluorescence artefact?],20,1.4,9,8
O=C1/C(=C/c2ccco2)Cc2ccccc21,1,-1,0.9,-1,2[fluorescence artefact?],-4,-0.4,-12,3

# Results in S1P4 ag and S1P4 antagonist, for some of the entries so far:
SMILES	S1P4 ag	S1P4 antagonist
Cn1c(COc2ccccc2)nnc1SCC(=O)Nc1ccc(S(N)(=O)=O)cc1	-0.2	-3
CC(=O)N1N=C(c2ccc(C)cc2)CC1c1ccco1 (stereo not drawn)	-0.1	10
COc1ccc(NC(=O)CNS(=O)(=O)c2ccc(Cl)cc2)cc1	-1.1	-8

# The results go on.
SMILES,S1P4 antagonist,Wee1 stabilizer,PERK inh,Ba/F3 V617F tox,eIF4E-4G inh,NPY2 pot ag,S1P4 ag,MDM2 E3 inh,BaF3 tox
CN1CCC2(CC1)NC(=O)NC2=O,10,2,-1.0,5,-5[fluorescence artefact?],4,1.0,26,5
CCn1c(-c2ccc(-c3ccccc3)cc2)c[nH]c1=S,-5,-3,-1.8,-1,11,1,-0.7,-1,4
C/C(=N\NC(=O)CNC(=O)C(c1ccccc1)c1ccccc1)c1ccc(C)cc1,-8,7,-0.2,-2,2,3,3.0,-5,-3
CCc1ccc(NC(=O)c2cc(-c3ccc(F)cc3)on2)cc1,7,1,1.7,-2,-4,-4,-1.4,-2,0
CCN1CCN(c2ccc(NC(=O)c3ccc4c(c3)OCO4)cc2)CC1,-6,1,-0.1,-3,1,17,1.8,-22,1
Cc1ccc(SCc2cc(=O)n3[nH]cnc3n2)cc1,-5,1,0.4,0,-3,-3,1.2,-8,6
O=[n+]1cc(-c2ccc(F)cc2)n([O-])c2c1CCC2,-4,0,0.0,-5,-8,10,-3.3,3,1
CCOC(=O)C1C(=O)CC(C)(O)C(C(=O)OCC)C1c1ccc(OCC)cc1 (stereo not drawn),5,3,-0.3,2,1[fluorescence artefact?],6,0.3,7,4
NC(=O)c1nnn(-c2nonc2N)c1-c1ccc([N+](=O)[O-])cc1,2,0,0.9,-6,2,16,-1.0,10,-1
CC1=CSC2=NC(=O)/C(=C/c3cccc(OC(=O)c4ccco4)c3)C(=N)N12,-1,0,0.3,34*,3,-7,0.3,3,4
O=c1c2ccccc2nc(-c2ccccc2)n1CCCn1ccnc1,-9,5,-0.3,0,-2,-1,0.9,-3,5
O=C(NC(NC1CCS(=O)(=O)C1)C(Cl)(Cl)Cl)c1ccc(Br)cc1 (stereo not drawn),-4,-4,0.1,36*,8,-7,-4.7,-14,9
